# NCI-60 one-dose screen, 48 h, at 10 µM unless noted. Numbers give growth in % (100 = growth as untreated, 0 = no growth, -100 = all killed).
# UACC-62: UACC-62 melanoma. AID 1794756. actives 5.4% (n = 81,000)
# BT-549: BT-549 breast cancer | actives 4.4% (n = 78,000)
# MALME-3M: MALME-3M melanoma; actives 5.8% (n = 78,000); AID 1794766
# T-47D: T-47D breast cancer | AID 1794792 | actives 5% (n = 79,000)
# SK-MEL-28: SK-MEL-28 melanoma; actives 4.1% (n = 81,000)
# HS 578T: HS 578T breast cancer; actives 4.1% (n = 78,000)
# SK-MEL-2: SK-MEL-2 melanoma | actives 4.7% (n = 77,000)
# UACC-257: UACC-257 melanoma | actives 4.4% (n = 78,000)
# The depositor's hits bear a star; / = no result given; & = joins results of further samples. Rule for the calls: active = growth percent below 10; inactive = the rest.
cpd	molecule	UACC-62	BT-549	MALME-3M	T-47D
1	O=C(Cn1cc(CN2C(=O)C3CCCN3C(=O)c3ccccc32)nn1)Nc1ccc(Cl)cn1 (centres undefined)	92	114	102	81
2	Clc1ccc(-c2nnc3ccc(N/N=C/c4ccccc4)nn23)cc1	89	94	86	85
3	COc1ccccc1NC(=O)c1sc2c(=O)[nH]cnc2c1C	98	94	107	86
4	COc1ccc(/C=N/C2=C(C#N)C(c3ccccc3[N+](=O)[O-])c3ccc4ccccc4c3O2)cc1 (centres undefined)	81	93	90	79
5	Cc1c2ccccc2nc(CSc2ccccc2N)[n+]1[O-]	91	104	97	86
6	COc1cc(C(=O)N2CCOC23CCN(Cc2ccccc2)CC3)cc(OC)c1OC	95	123	125	95
7	COc1ccc(-c2[nH]c3ccccc3c2C=C(C#N)C#N)cc1	15	46	87	52
8	CC1=C[C@H]2c3c(c(O)c(O)c4oc(-c5ccccc5)cc(=O)c34)[C@H](c3cc(O)c(O)c4oc(-c5ccccc5)cc(=O)c34)[C@H]2C(C)(C)C1	-46*	0.3*	-13*	4.7*
9	CC(=O)Nc1ccc(F)cc1	101	101	92	98
10	COc1cc(C2=NNC(c3ccc(N(C)C)cc3)C2)cc(OC)c1OC (centres undefined)	41	35	84	46
11	O=C(Nc1ccc(F)cc1)Oc1ccc[nH]c1=O	63	122	125	87
12	COc1cccc(/C=N/NC(=O)COc2cc(=O)[nH]c3cc(C)ccc23)c1	97	102	99	98
13	Cn1c(=O)ccc2ccccc21	102	114	118	98
14	O=c1ccc2nc(C(F)(F)F)nn(-c3ccccc3)c-2c1	66	69	-42*	-41*
15	Cc1cc[n+](CCC2CCCCC2)cc1	102	91	90	91

cpd	SK-MEL-28	HS 578T	SK-MEL-2	UACC-257
1	101	77	104	101
2	100	81	105	93
3	111	127	106	112
4	113	95	93	102
5	104	97	99	104
6	102	104	122	100
7	44	16	-14*	54
8	8.0*	6.0*	-3.1*	13
9	108	101	108	103
10	79	-22*	61	63
11	106	133	102	98
12	111	103	108	109
13	107	96	105	108
14	36	74	78	36
15	107	100	119	101

# (continued)
cpd	molecule	UACC-62	BT-549	MALME-3M	T-47D
16	CCCCOc1ccc(NC(=O)CCl)cc1	74	77	92	68
17	Cc1ccc2c(c1)c(=O)n(-c1ccccc1)c1nnc(-c3ccccc3F)n21	81	89	95	92
18	Nc1cc(Cl)ccc1C(=O)O	93	102	103	92
19	CCNCC(O)Cc1ccccc1OC (centres undefined)	103	75	99	97
20	CCCSc1nnc(-c2sc3nc4ccccc4n3c2C)o1	95	157	116	102
21	CCNC(=S)n1nc(SC)c(C(=O)OCC)c1N	82	95	106	86
22	Cn1c(=O)c2[nH]c(CCl)nc2n(C)c1=O	107	99	98	101
23	CCC(c1ccccc1)c1noc(CCN(CC)CC)n1 (centres undefined)	99	85	94	94
24	COC(=O)CCC(C(=O)CN1C(=O)c2ccccc2C1=O)N1C(=O)c2ccccc2C1=O (centres undefined)	86&100	101&111	117	100&100
25	CC/C=C/[C@@H]1C=C[C@@H]2CCC[C@H]2[C@@H]1CC[C@H](O)[C@H](C)N	-42*	86	-80*	-45*
26	N#Cc1c(Nc2ccccc2)nn2c(-c3ccc(Br)cc3)c(-c3nc4ccccc4s3)c(N)nc12	90	101	101	67
27	CC(=O)Nc1ccc2c(c1Br)Cc1ccccc1-2	91	79	/	92
28	NC(=O)C(F)(F)C(F)(F)C(N)=O	107	108	105	98
29	C=C1CCC2C3(C)COC(c4ccccc4)OC3CCC2(C)C1C/C=C1/C(=O)OCC1O (centres undefined)	67	56	100	/
30	Brc1ccc2[nH]cc(-c3nonc3-c3c[nH]c4ccc(Br)cc34)c2c1	70	97	90	64

cpd	SK-MEL-28	HS 578T	SK-MEL-2	UACC-257
16	97	103	94	/
17	96	96	103	100
18	117	117	108	110
19	106	100	82	98
20	110	109	105	102
21	102	110	105	120
22	115	/	109	102
23	101	125	19	/
24	104&119	109&92	100	114&105
25	-87*	-44*	/	-71*
26	97	100	97	114
27	119	125	94	96
28	112	105	119	107
29	/	/	67	/
30	102	78	93	81

# Next part.
cpd	molecule	UACC-62	BT-549	MALME-3M	T-47D
31	NN1C(=O)CSC1=S	116	94	109	104
32	O=C(Nc1cccc(-n2cc(-c3ccncc3)c(-c3ccc(Cl)c(O)c3)n2)c1)Nc1ccc(Cl)c(Cl)c1	15	34	10	23
33	Clc1ccc(COc2ccc(Nc3ncnc4onc(-c5ccccc5)c34)cc2)cc1	64	89	93	77
34	Cc1cc2c(cc1C)NC1(S(=O)(=O)O)C(=Nc3ccccc31)N2 (centres undefined)	100	111	114	109
35	Nc1ccc(-c2nnc(NS(=O)(=O)c3ccccc3)s2)cc1	107	110	101	93
36	COc1ccc(Oc2ccc(/C=C/C(=O)c3ccc(OC)c(OC)c3)cc2)cc1	68	85	93	61
37	c1ccc(OCCN2CCNCC2)cc1	102	126	114	120
38	CC(=O)O[C@H]1C[C@H](n2cc(F)c(N)nc2=O)O[C@]1(C)CO	89	71	107	92
39	CCCCCCC(O)(c1ccc(F)cc1)C(CN1CCOCC1)c1ccccc1 (centres undefined)	23	62	25	14
40	COc1cc(CNC(=O)Cc2ccccc2)ccc1OCc1cn(-c2ccc(Br)cc2)nn1	64	81	97	70
41	CCCN(CCC)CCC(O)c1cc2c(c3ccccc13)CCCC2 (centres undefined)	82	92	95	69
42	Cc1ccc(-c2cc(-c3ccc(Br)s3)[nH]c(=O)c2C#N)s1	85	123	99	/
43	CC(=O)C1C=CC(C)(C(=O)O)C2C=C(C)C(=O)C(C)(O)C12 (centres undefined)	102	102	109	114
44	NNC(=O)/C(=C\c1cccc([N+](=O)[O-])c1)CC(=O)c1ccc(Cl)c(Cl)c1	80	97	99	74
45	COc1ccc(C2CC(c3cc(OC)c(OC)c(OC)c3)=NN2)cc1 (centres undefined)	67	/	/	52

cpd	SK-MEL-28	HS 578T	SK-MEL-2	UACC-257
31	115	101	95	/
32	25	36	-25*	-17*
33	92	82	101	86
34	114	110	113	112
35	107	98	/	100
36	94	88	89	79
37	121	118	114	110
38	90	94	109	96
39	68	52	36	57
40	93	85	93	80
41	98	88	108	96
42	107	101	118	104
43	106	98	108	136
44	107	89	104	92
45	113	104	88	120

# The list continues:
cpd	molecule	UACC-62	BT-549	MALME-3M	T-47D
46	COC(=O)c1cc(C(=O)C(C)(C)C)n2c3ccccc3c3ccccc3c12	67	111	109	47
47	CN(C)CCOC(=O)c1ccccc1	99	90	100	81
48	CCCn1c(O)c(N=NC(=O)c2cc3ccccc3[nH]2)c2ccccc21	94	77	110	80
49	c1ccc(-c2ccccc2Nc2nc3ccccc3s2)cc1	86	121	120	90
50	COc1cc(/C=C2/C(=O)NC(=N)N2C)ccc1O	94	103	74	100
51	O=C(c1ccccc1)c1ccc(N2C(=O)C3C4c5ccccc5C(/C=C/C(=O)c5cccs5)(c5ccccc54)C3C2=O)cc1 (centres undefined)	73	89	94	69
52	O=C1Nc2c(ccc(Cl)c2Cl)/C1=C/c1ccncc1	88	83	99	88
53	O=c1nc2c(-c3nc(-c4ccccc4Cl)no3)n[nH]n2c2sc3c(c12)CCCC3	94	112	95	100
54	O=C(NS(=O)(=O)c1ccccc1)n1cc(-c2ccncc2)c(-c2cc(O)cc(Cl)c2)n1	39	101	15	90
55	COc1cc(C2C(C(=O)Nc3ccccc3)=C(C)Nc3nc4ccccc4n32)cc(OC)c1OC (centres undefined)	88	112	97	101
56	Cc1ccc2sc(-c3ccc(NC(=O)CNc4nnc(-c5cccnc5SCc5ccccc5)s4)cc3)nc2c1	81	94	106	76
57	CC(C)c1cc(N=O)cc(C(C)C)c1O	96	111	110	108
58	NC(=O)n1nc(N)c(N=Nc2ccc(S(=O)(=O)N=C(N)N)cc2)c1N	98	109	96	105
59	O=C(CSc1nnc(NC(=O)c2ccc(Cl)cc2)s1)Nc1ccc2oc(=O)ccc2c1	106	94	104	108
60	C#C[C@]1(O)CC[C@H]2[C@@H]3CCc4cc(O)cc(C)c4[C@H]3CC[C@@]21C	61	87	113	94

cpd	SK-MEL-28	HS 578T	SK-MEL-2	UACC-257
46	99	99	93	117
47	110	103	98	83
48	110	111	94	101
49	104	85	87	94
50	106	108	103	99
51	75	65	103	102
52	115	102	103	91
53	99	94	113	103
54	68	104	96	71
55	114	92	100	101
56	105	105	94	109
57	105	107	107	95
58	108	106	107	105
59	120	103	104	114
60	109	88	114	107

# The results go on:
cpd	molecule	UACC-62	BT-549	MALME-3M	T-47D
61	CC1=NN(c2ccc(S(=O)(=O)O)cc2Cl)C(=O)C1	103	116	129	98
62	COc1cc(C(=O)NNC(C)C)cc(OC)c1OC	105	/	96	97
63	C=C1C(=O)O[C@H]2[C@H]1CC/C(COC(=O)C(=O)c1c[nH]c3ccccc13)=C\CC[C@@]1(C)O[C@@H]21	-82*	-67*	-63*	-57*
64	NS(=O)(=O)c1cn(-c2ncnc3nc[nH]c23)ccc1=O	90	109	83	77
65	COC(=O)[C@]12CCC(C)(C)C[C@H]1C1=CC[C@@H]3[C@@]4(C)Cc5c(n(CC#CCN6CCN(C)CC6)c6ccccc56)C(C)(C)[C@@H]4CC[C@@]3(C)[C@]1(C)CC2	96	92	107	99
66	O=C(Nc1ccc(C(F)(F)F)cc1)Nc1ncccc1OCc1ccccc1Cl	74	88	129	65
67	Cn1cnc2c1c(=O)n(CCC(=O)Nc1ccc(S(N)(=O)=O)cc1)c(=O)n2C	94	108	103	84
68	CCCC(=O)C(C)(C)C(C)=O	97	/	93	97
69	CC(=O)Oc1ccc(C(OC(C)=O)OC(C)=O)cc1	101	94	105	72
70	Cc1nc2ccccc2n1C	108	102	98	90
71	O=C1C(CO)C(CO)C(CO)C1CO (centres undefined)	110	106	120	100
72	CC(CC(=O)O)C(=O)O (centres undefined)	115	107	90	95
73	O=C(O)CCCCC(=O)Nc1cccc(Cn2nnc3cc(Cl)c(Cl)cc32)c1	88	92	105	91
74	CC(=O)OC[C@@]1(O)C[C@@]23CC[C@@H]4[C@@]5(C)C[C@H]5CC[C@@]4(C)[C@@H]2CC[C@H]1C3	74	99	92	96
75	C=CCc1cc(C(C)=O)cc(OC)c1O	98	97	/	118
76	COc1ccc(NS(=O)(=O)c2nn(C)c3nc(C)c(Cl)c(C)c23)cc1	81	97	100	87

cpd	SK-MEL-28	HS 578T	SK-MEL-2	UACC-257
61	122	131	112	110
62	103	102	98	100
63	-54*	11	-57*	-69*
64	105	102	95	138
65	105	112	105	100
66	106	100	90	87
67	112	103	73	103
68	107	106	85	112
69	107	105	104	107
70	101	109	92	86
71	128	107	99	105
72	106	102	110	97
73	107	79	111	103
74	106	101	97	100
75	110	102	130	99
76	105	101	/	92

# Compound profiles, from the list above. Screens in order: UACC-62 | BT-549 | MALME-3M | T-47D | SK-MEL-28 | HS 578T | SK-MEL-2 | UACC-257
# COc1ccccc1NC(=O)c1sc2c(=O)[nH]cnc2c1C across the screens: 98 | 94 | 107 | 86 | 111 | 127 | 106 | 112
# CCCSc1nnc(-c2sc3nc4ccccc4n3c2C)o1 across the screens: 95 | 157 | 116 | 102 | 110 | 109 | 105 | 102
# Brc1ccc2[nH]cc(-c3nonc3-c3c[nH]c4ccc(Br)cc34)c2c1 across the screens: 70 | 97 | 90 | 64 | 102 | 78 | 93 | 81
# NS(=O)(=O)c1cn(-c2ncnc3nc[nH]c23)ccc1=O across the screens: 90 | 109 | 83 | 77 | 105 | 102 | 95 | 138

# Some of the entries so far, with each value named.
[18] Nc1cc(Cl)ccc1C(=O)O
- UACC-62 = 93
- BT-549 = 102
- MALME-3M = 103
- T-47D = 92
- SK-MEL-28 = 117
- HS 578T = 117
- SK-MEL-2 = 108
- UACC-257 = 110

[5] Cc1c2ccccc2nc(CSc2ccccc2N)[n+]1[O-]
- UACC-62 = 91
- BT-549 = 104
- MALME-3M = 97
- T-47D = 86
- SK-MEL-28 = 104
- HS 578T = 97
- SK-MEL-2 = 99
- UACC-257 = 104

[17] Cc1ccc2c(c1)c(=O)n(-c1ccccc1)c1nnc(-c3ccccc3F)n21
- UACC-62 = 81
- BT-549 = 89
- MALME-3M = 95
- T-47D = 92
- SK-MEL-28 = 96
- HS 578T = 96
- SK-MEL-2 = 103
- UACC-257 = 100

[33] Clc1ccc(COc2ccc(Nc3ncnc4onc(-c5ccccc5)c34)cc2)cc1
- UACC-62 = 64
- BT-549 = 89
- MALME-3M = 93
- T-47D = 77
- SK-MEL-28 = 92
- HS 578T = 82
- SK-MEL-2 = 101
- UACC-257 = 86

# Assay outcomes deposited in PubChem BioAssay by NCI.

# Random draw from the library (roughly 10% active in at least one column).
